# Bioassay records: PubChem BioAssay, Emory University Molecular Libraries Screening Center
# EP2 mod – modulators of human EP2 prostaglandin E2 receptor; EP2-expressing cells, cAMP HTRF FRET, PGE2 co-stimulation; induction, % at 25 µM; actives 0.83% (n = 260,000); AID 940;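 active means compounds whose cAMP rise, as percent of the full-agonist control response, exceeds 60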;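 further: rat C6 glioma line stably carrying human EP2 under a CMV promoter; the protocol text gives 20 µM as final concentration; 100% = response of wells given 1 µM PGE2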
# Target sequence (P43116 whole entry, looked up): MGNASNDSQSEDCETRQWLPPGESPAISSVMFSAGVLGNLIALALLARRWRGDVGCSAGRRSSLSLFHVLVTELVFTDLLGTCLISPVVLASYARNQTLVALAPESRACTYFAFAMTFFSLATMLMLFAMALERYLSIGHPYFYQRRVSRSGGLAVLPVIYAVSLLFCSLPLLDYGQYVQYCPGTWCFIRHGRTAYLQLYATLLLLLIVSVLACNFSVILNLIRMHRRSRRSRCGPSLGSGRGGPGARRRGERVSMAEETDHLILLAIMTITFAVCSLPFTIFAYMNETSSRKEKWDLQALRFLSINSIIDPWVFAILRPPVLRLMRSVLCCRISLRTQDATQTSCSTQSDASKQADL
# Numbers without * were called inactive. A portion of the library. The share of hits here may be higher or lower than overall.
no. | SMILES | EP2 mod
1 | Oc1c(Cl)cc(-c2nc3cnccn3c2NCc2ccc3c(c2)OCO3)cc1Cl | -28
2 | Cc1nnc(SCC(=O)N(C2CCCCC2)C2CCCCC2)[nH]c1=O | 35
3 | Cc1cc(C#N)c(-c2ccccc2)nn1 | -14
4 | COc1cccc(-c2noc(C3CCCN(S(=O)(=O)c4ccc(NC(C)=O)cc4)C3)n2)c1 (stereo unspecified) | -54
5 | COC(=O)c1[nH]c2ccc(C)cc2c1N | -135
6 | CCOc1ccc(-n2c(SCC(=O)N3CCCCC3)nnc2-c2ccncc2)cc1 | -22
7 | COc1ccc(N2CC(C(=O)OCC(=O)Nc3cccc(Cl)c3Cl)CC2=O)cc1 (stereo unspecified) | -89
8 | NC(=O)/N=C(\N)NC(=O)c1ccccc1 | 3
9 | C=CCOC(=O)C1=C(C)NC(=O)NC1c1ccc(N(C)C)cc1 (stereo unspecified) | -12
10 | Cc1cc(C)c(N2C(=O)CCCC2=O)c(Cl)c1 | 2
11 | CC(C)Oc1ccc(C(=O)Nc2ccccc2N2CCN(C(=O)C(C)C)CC2)cc1 | 20
12 | Cc1nc(NC2CCN(CC(=O)Nc3cccc(C(F)(F)F)c3)CC2)[nH]c(=O)c1C | -13
13 | O=C(O)CSc1nnc(-c2ccccn2)o1 | 14
14 | C[C@@H]1CCCC(CC(=O)O)(CC(=O)O)C1 | 22
15 | O=C(Nc1ccc(-c2cc3ccccc3oc2=O)cc1)c1cccnc1 | 5
16 | CCC1CCCCN1C(=O)c1ccc(C)c(F)c1F (stereo unspecified) | 0
17 | CCC(=O)N(CCc1ccccc1)Cc1cc2cc(C)cc(C)c2[nH]c1=O | -29
18 | COc1ccccc1NC(=O)CN1C(=O)c2ccccc2S1(=O)=O | -24
19 | COc1ccc2[nH]c(=O)c(CN(Cc3cccnc3)C(=S)NCc3ccco3)cc2c1 | -30
20 | O=C(/C=C\c1ccco1)NCC1OCCc2ccccc21 (stereo unspecified) | -39
21 | C=Cn1ncc(CN2CCC(O)(c3ccccc3C)CC2)c1C | -39
22 | Cc1noc(C)c1CCC(=O)N1CCCC(C(=O)c2ccccc2F)C1 (stereo unspecified) | -19
23 | COc1ccc2c(c1)C=C(CN(CCCn1ccnc1)Cc1ccc(C)o1)CO2 | 11
24 | COc1cccc(C(=O)N2CCN(Cc3ccccc3)CC2)c1OC | 0
25 | CCOc1ccc2c(c1)C1C=CCC1C(c1ccc(F)cc1)N2 (stereo unspecified) | 24
26 | Cc1noc(C)c1C(=O)N[C@H](C)Cn1nnc2ccccc21 | 12
27 | CC(=O)c1ccc2c(c1)C1C=CCC1C(c1cccc(Br)c1)N2 (stereo unspecified) | 44
28 | O=C(NC1CCCC1)C(c1ccccc1F)N(CC1CCCO1)C(=O)Cn1nnc2ccccc21 (stereo unspecified) | -14
29 | CC(C)(C)NC(=O)CN(C(=O)CNC(=O)c1cccs1)c1cccc2ccccc12 | -12
30 | Cc1ccc(NC(=O)CSc2nnc(-c3ccncc3)n2CC2CCCO2)cc1Cl (stereo unspecified) | -54
31 | O=C(c1cccs1)N1CCCCC1c1nc2ccccc2[nH]1 (stereo unspecified) | -21
32 | COc1ccc(Cn2nnnc2CN(Cc2cccs2)Cc2cc3cc(C)ccc3[nH]c2=O)cc1 | -36
33 | CCOC(=O)c1cc2sc(C(=O)CCC(C)O)cc2[nH]1 (stereo unspecified) | -28
34 | Cc1ccc(NC(=O)CSc2nc(-c3ccco3)c(C#N)c(=O)[nH]2)cc1 | 10
35 | CCn1c2cc(C)sc2c2cnn(CC(=O)NCCc3ccccc3)c(=O)c21 | -27
36 | Cc1cc(-c2cc(N)c(=O)n(CC(=O)Nc3ccc(F)c(F)c3)n2)c(C)o1 | -101
37 | O=C(Nc1ncc(Cc2ccccc2Cl)s1)C1COc2ccccc2O1 (stereo unspecified) | 15
38 | O=C(N1CCCC1)N1CCCC(c2ncncc2-c2ccncc2)C1 (stereo unspecified) | -28
39 | Cc1ccc2cc3c(nc2c1C)OC(C)C(=O)N(Cc1ccco1)C3 (stereo unspecified) | -33
40 | Nc1n[nH]c(-c2ccc(Cl)cc2)c1Cl | -27
41 | C/C(N[O-])=C(\C)[N+]([O-])=[Fe].CC(=N\[O-])/C(C)=N/[O-].[NH2-].c1c[nH+]c[n-]1 | -9
42 | COc1ccc2c(c1)cc(C)c1nn(CC(=O)N3CCOCC3)c(=O)n12 | 19
43 | CCn1cncc1CN(Cc1ccc(C)o1)C1CC(C)(C)NC(C)(C)C1 | -21
44 | COc1ccc(OCc2nnc(SCc3ccccc3)n2C)cc1 | -29
45 | COCCc1ncc(CNC2(c3ccc(Cl)cc3)CC2)cn1 | -18
46 | CCn1cc(C(CC(=O)O)C(=O)O)c2ccccc21 (stereo unspecified) | 6
47 | CCOc1ccc(C(=O)N2CCc3nc(C)[nH]c(=O)c3C2)o1 | 3
48 | COc1cc(OC)cc(OCC(O)Cn2c(C)nc3ccccc32)c1 (stereo unspecified) | -45
49 | NC(=O)C1CCN(C(=O)C2CC(c3c(F)cccc3Cl)=NO2)CC1 (stereo unspecified) | -35
50 | O=C(O)/C=C\C(=O)Nc1ccc2cn[nH]c2c1 | -20
51 | CN(C)CCCN(Cc1cc2cc3c(cc2[nH]c1=O)OCO3)C(=O)Nc1cccc(Cl)c1 | -48
52 | O=C(c1ccccc1F)N1N=C(c2ccco2)CC1c1ccco1 (stereo unspecified) | 13
53 | O=C(NCc1ccccc1Cl)C1CCN(C(=O)c2cccs2)CC1 | -57
54 | CC(C)N(Cc1ccc(F)cc1)C(=O)c1cc2ccccc2oc1=O | -23
55 | CCn1c(SCC(=O)Nc2ccc(NC(C)=O)cc2)nnc1-c1ccco1 | -10
56 | Cc1nc(SCc2ccccc2)nc2c1CCCC2 | 54
57 | CCN=C(N)CSS(=O)(=O)O | 25
58 | COc1ccccc1C(=O)N1CCC(n2nnc3ccccc3c2=O)CC1 | -21
59 | COc1ccccc1C1(O)CCN(Cc2cccc(Oc3ncccn3)c2)CC1 | -31
60 | Cc1ccc2c(SCC(=O)NC(C)(C)C)nc(-c3ccc(F)cc3)nc2c1 | -4

# Other results
no. | SMILES | EP2 mod
61 | O=C(COc1ccc(C=C2C(=O)NC(=O)NC2=O)cc1)NC1CCCCC1 | -1
62 | COc1cccc(-n2c(SCC(=O)Nc3ccccc3Cl)nnc2-c2cccs2)c1 | 37
63 | Cc1ccc2nc3c(cc(C(=O)NCc4ccccc4)c(=N)n3C(C)C)c(=O)n2c1 | 11
64 | COc1ccc(C2(C)NN=C3Oc4ccccc4N32)cc1 (stereo unspecified) | -62
65 | CCCn1c(SCC(=O)Nc2nc3ccc(OC)cc3s2)nnc1-c1cccnc1 | 3
66 | COc1ccc(CCNC(=O)CSc2nc(C3CC3)nc3sc4c(c23)CCCC4)cc1OC | 20
67 | O=C(Nc1ccc(S(=O)(=O)N2CCCC2)cc1)c1ccccc1 | -57
68 | CCN1CCN(C(c2ccccc2F)c2nnnn2C2CCCCC2)CC1 (stereo unspecified) | -2
69 | CN(C)c1ccc(-c2nnn(CC(=O)N3CCCCCC3)n2)cc1 | -41
70 | Cc1ccc(C)c2[nH]c(=O)c(CN(Cc3nnnn3CCc3ccccc3)C3CCCCC3)cc12 | 30
71 | Nc1cc(=O)[nH]c2nnc(SCC(=O)O)n12 | 18
72 | CC1CCCCN1c1nc2c(c(=O)[nH]1)CCN(Cc1cccn1-c1cccnc1)C2 (stereo unspecified) | -7
73 | Cc1ccc(Cl)cc1N1CC(O)=C(c2nc3ccccc3c(=O)[nH]2)C1=N | -75
74 | C=C(C)COc1ccccc1CN1CCC(NC(C)=O)(c2ccccc2F)CC1 | -19
75 | COc1ccc(CN(Cc2cc3c(C)cc(C)cc3[nH]c2=O)C(=O)NC2CCCCC2)cc1 | -7
76 | COC(=O)CSc1nnc(COc2cccc3ccccc23)n1-c1cccc(Cl)c1 | -2
77 | CNC(=O)C1CCN(S(=O)(=O)c2ccc(OC)c(C)c2)CC1 | -13
78 | COCCNC(=O)c1cn(C[C@@H]2CCCN(C(=O)c3oc(C)nc3C)C2)nn1 | -17
79 | O=C(CNCc1ccccc1)Nc1ccc2c(c1)OCO2 | -30
80 | Cc1nn(Cc2ccccc2)c(C)c1CN1CCc2c(nc(N3CCCC3)[nH]c2=O)C1 | -16
81 | CN(C)c1cc[n+](CC(=O)Nc2ccc(Cl)cc2)cc1 | 0
82 | CCn1ncc(C(=O)NCCc2nc(-c3cccnc3)n[nH]2)c1C | 4
83 | CC(C)c1ccccc1NC(=O)COC(=O)c1cccnc1 | 1
84 | CCn1c(=O)oc2cc(S(=O)(=O)NCCc3c(C)noc3C)ccc21 | -57
85 | O=C1NC(=O)[C@@](Cc2ccccc2)(c2cccnc2)N1 | 22
86 | CC1(C)CC(N(Cc2cccnc2)Cc2cccc(F)c2)CC(C)(C)N1 | 11
87 | CC(=O)NC1CC2CCCC(C1)N2C(=O)Nc1c(C)cccc1C (stereo unspecified) | 2
88 | C=CCn1c(SCC(=O)c2ccc(C)cc2)nc2sc3c(c2c1=O)CCC3 | -76
89 | CCNC(=S)N(Cc1ccc(OC)cc1)Cc1cc2cc(C)cc(C)c2[nH]c1=O | 17
90 | O=C(Nc1ccc(Br)cc1)/C(=C\c1cccnc1)NC(=O)c1ccco1 | -20
91 | CC1(C)CC2(CCCN(CCCN3CCCC4(CCOC(C)(C)C4)C3)C2)CCO1 (stereo unspecified) | -29
92 | CCC(c1nnnn1C(C)(C)C)N(CCc1cccc(C)c1)Cc1cc2cccc(C)c2[nH]c1=O (stereo unspecified) | 30
93 | CC1(C)CC(NC(=O)C(=O)NC2CC(C)(C)N(O)C(C)(C)C2)CC(C)(C)N1O | -5
94 | CCOc1ccc(OCC)c(NC(=O)CN2CCN(C(C)=O)CC2)c1 | -5
95 | Cc1cc(C)n(C(C)CC(=O)O)n1 (stereo unspecified) | 29
96 | Nc1ccc(NC(=O)c2ccncc2)cc1 | -37
97 | CCN(CC)C(=O)N1CCC(c2cccnc2)CC1 | -13
98 | CCC(C(=O)OC)n1cnc2sc(C(=O)Nc3ccccc3)c(C)c2c1=O (stereo unspecified) | -51
99 | CS(=O)(=O)N1CCN(c2ccc3c(c2)C(=O)c2ccccc2C3=O)CC1 | 17
100 | Cc1nc(SCC(=O)c2c[nH]c3ccccc23)c2c(C)c(C)sc2n1 | 21
101 | CCc1nn(CC(=O)N2CCCCCC2)c(=O)c2cc3sc(C)cc3n12 | 0
102 | COc1ccc(Cn2c(=O)[nH]c3c(C(N)=O)nc(-c4cccc(C)c4)nc32)cc1 | 17
103 | CC(CCN)(CCN)[N+](=O)[O-] | 34
104 | CCc1cc2cc(C)cc(C)c2nc1SCC(=O)Nc1nonc1C | 14
105 | COc1ccc(OC)c(NC(=O)CSc2ncnc3sc4c(c23)CCCC4)c1 | 18
106 | COC(=O)C1=C(C)Nc2nnnn2C1c1cccc(O)c1 (stereo unspecified) | 10
107 | COCC(=O)N(CCc1ccccc1)Cc1cc2cccc(C)c2n2nnnc12 | -12
108 | CCn1c2ccccc2n2c(=O)n(CC(=O)Nc3ccccc3-c3ccc(C)o3)nc12 | 13
109 | CC(=O)N1CCN(c2ccc(NC(=O)CC34CC5CC(CC(C5)C3)C4)cc2)CC1 | -176
110 | Oc1ccc(CN2CCN(c3ccccc3F)CC2)c2cccnc12 | 15
111 | C=CCn1c(SCC(=O)Nc2cccc(OC)c2)nnc1-c1ccncc1 | -22
112 | O=C(c1cccnc1)C1CCN(C(=O)Cc2ccccc2Cl)CC1 | -27
113 | Cc1ccc(CN(C(=O)c2csnn2)C(C(=O)NC2CCCC2)c2ccco2)cc1 (stereo unspecified) | -51
114 | Cc1cc(-c2cnc(C)nc2C2CCN(C(=O)CCn3nccc3C)CC2)on1 | -11
115 | CN(C)CCCNC(=O)CN1N=C(C(C)(C)C)Cn2c(cc3sccc32)C1=O | -2
116 | O=C(NCCc1ccccc1)[C@H]1C=CCN1C(=O)c1ccco1 | -10
117 | COc1ccc(NC(=O)C2CC(c3ccc(Cl)c(Cl)c3)=NO2)cc1OC (stereo unspecified) | -73
118 | COCCn1c(=O)n(CC(=O)OC(C)C)c2cccnc21 | 22
119 | COCCCn1c(SCC(=O)Nc2ccc(C(=O)OC)cc2)nnc1-c1ccoc1C | -4
120 | CCn1c(C(NC(=O)c2ccc(C)cc2)C(C)C)n[nH]c1=S (stereo unspecified) | -14

# More compounds:
no. | SMILES | EP2 mod
121 | O=C(N1CCC(c2ccncc2)CC1)C1(c2ccccc2)CC1 | -35
122 | O=C(CSc1ccncc1)N1CCC(c2ccnc3nc(C(F)(F)F)nn23)CC1 | -11
123 | CC(C)N1CCCc2cc(CN)ccc21 | -62
124 | COc1ccccc1C(NC(=O)c1cnccn1)c1nccn1C (stereo unspecified) | 15
125 | Cc1c(Cl)cccc1S(=O)(=O)NC(C)c1nc(-c2ccncc2)n[nH]1 (stereo unspecified) | -28
126 | Cc1cc(-c2cncnc2C2CCCN(C(=O)Nc3ccccc3F)C2)on1 (stereo unspecified) | -45
